# MEKK3 PB1 HTS = modulators of MEKK3-MEK5 PB1 binding, primary screen, biochemical, wildtype MEKK3, multiplex bead flow cytometry, Alexa488-MEK5. binding response (% of control), % at 10 µM. hit rate 1.4% among 290,000. Mitogen-activated protein kinase kinase kinase 3 (Homo sapiens), Q99759. bead-based flow cytometry, Alexa488-MEK5 binding to MEKK3; actives lie on both sides; 0 = blocked by unlabeled MEK5, 100 = vehicle. AID 1529, 2009;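 active = binding response more than 3 SD above or below the average of its plate-row segment, actives on both sides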;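 also: Alexa488 bead fluorescence after subtracting the streptavidin-only scavenger bead signal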
# Target sequence (Q99759 whole entry, looked up): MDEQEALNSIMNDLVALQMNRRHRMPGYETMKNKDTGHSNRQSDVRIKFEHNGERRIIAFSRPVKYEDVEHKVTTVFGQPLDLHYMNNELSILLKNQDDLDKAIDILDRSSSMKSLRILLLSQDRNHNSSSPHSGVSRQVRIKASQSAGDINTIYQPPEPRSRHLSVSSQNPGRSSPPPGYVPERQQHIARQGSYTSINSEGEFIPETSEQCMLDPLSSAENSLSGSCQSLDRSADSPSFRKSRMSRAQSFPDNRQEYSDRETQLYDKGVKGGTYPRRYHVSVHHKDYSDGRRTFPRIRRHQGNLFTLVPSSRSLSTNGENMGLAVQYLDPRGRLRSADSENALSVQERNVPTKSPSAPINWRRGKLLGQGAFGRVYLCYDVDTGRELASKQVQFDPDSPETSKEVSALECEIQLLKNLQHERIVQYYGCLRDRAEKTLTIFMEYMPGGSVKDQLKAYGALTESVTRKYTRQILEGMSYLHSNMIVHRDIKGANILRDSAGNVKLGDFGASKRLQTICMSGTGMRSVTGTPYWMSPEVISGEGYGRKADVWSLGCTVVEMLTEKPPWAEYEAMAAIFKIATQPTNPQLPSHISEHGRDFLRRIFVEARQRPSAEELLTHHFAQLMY
# NALP1 inh = NALP1 inflammasome inhibitors in reconstituted yeast, colorimetric, S. cerevisiae, triplicate retest; S. cerevisiae NALP1/ASC/caspase-1 growth, X-gal OD620, 72 h; inhibition, % at 10 µM; hit rate 0.61% among 280,000; AID 2071, 2009; in the data active = inhibition mostly above about 24%, no sharp cut-off; inactive = mostly below about 32%; also: some compounds called inactive have numbers as strong as hits
# MEKK2 WT-MEK5 = modulators of MEK5 binding to wildtype MEKK2, primary screen, biochemical, multiplex bead flow cytometry, Alexa488-MEK5; Mitogen-activated protein kinase kinase kinase 2 (Homo sapiens), Q9Y2U5; Alexa488-MEK5 binding to MEKK2 WT; actives lie on both sides; binding response (% of control), % at 10 µM; hit rate 1.1% among 290,000; AID 1531, 2009; in the data active = binding response below about 67% or above about 130%
# GPR7 antag = GPR7 receptor antagonists, primary screen, cell-based, fluorescence, single concentration; inhibition, % at 4.4 µM; hit rate 1.1% among 290,000; GPR7-expressing cells, fluorescence antagonist assay; AID 1861, 2009; in the data active = inhibition above about 16%, passing the limit was not always enough;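 also: cells stimulated with the agonist NPW; 0% = agonist with vehicle and 100% = vehicle without agonist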
# PHOSPHO1 inh = PubChem AID 1565. recombinant PHOSPHO1, absorbance phosphatase assay. inhibition, % at 13.3 µM. hit rate 1.1% among 290,000; in the data active = inhibition above about 60%
# PfM18AAP inh = PfM18AAP inhibitors, malaria aminopeptidase, primary screen, biochemical, QFRET, recombinant enzyme; H-Glu-NHMec fluorogenic cleavage; inhibition, % at 7.35 µM; hit rate 1.2% among 290,000; AID 1822, 2009;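 active = inhibition above the campaign mean inhibition over all tested compounds plus 3 SD, cut at about 28% in these data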;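 also: 0% = plate median of test compound wells and 100% = 2 mM ZnCl2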
# OXTR agonist = human OXTR agonists, primary screen, fluorescence, CHO-OTR cells, Fluo-8 calcium; hit rate 0.32% among 320,000; Fluo-8 calcium fluorescence; normalized: DMSO 0%, oxytocin 100%; activation, % at 3 µM; Oxytocin receptor (Homo sapiens), P30559;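 active = activation above the mean of all tested compounds plus 3 SD, cutoff set per screening run, cut at about 20% in these data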;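 also: peak over basal fluorescence ratio from a 100 s FLIPR kinetic read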
# Target sequence (P30559 whole entry, looked up): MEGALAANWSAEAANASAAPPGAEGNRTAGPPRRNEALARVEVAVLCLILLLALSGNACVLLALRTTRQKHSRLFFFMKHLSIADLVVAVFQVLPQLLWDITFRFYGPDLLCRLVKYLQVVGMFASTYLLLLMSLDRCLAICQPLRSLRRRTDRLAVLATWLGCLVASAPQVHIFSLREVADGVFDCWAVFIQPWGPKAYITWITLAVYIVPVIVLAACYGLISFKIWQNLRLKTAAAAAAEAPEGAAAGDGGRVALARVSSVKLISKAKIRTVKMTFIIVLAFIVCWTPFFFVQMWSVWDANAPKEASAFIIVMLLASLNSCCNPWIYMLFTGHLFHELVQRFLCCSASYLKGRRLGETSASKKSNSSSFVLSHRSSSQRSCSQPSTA
# DNA FID counter = compounds displacing fluorescent DNA intercalator, primary screen, artefact control for HCV NS3 helicase inhibitor project, biochemical, FID fluorescence; hit rate 0.17% among 290,000; inhibition, % at 7.9 µM; AID 1845, 2009; DNA fluorescent intercalator displacement; in the data active = inhibition above about 37%;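 also: 0% = vehicle and 100% = reference compound; higher means more ethidium bromide displaced from hairpin DNA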
# MEKK2 mut-MEK5 = MEK5 binding signal on mutant MEKK2 PB1, primary screen, biochemical, multiplex bead flow cytometry, Alexa488-MEK5. Alexa488-MEK5 binding to MEKK2 mutant. percent response, % at 10 µM. hit rate 0.35% among 290,000. AID 1530, 2009; in the data active = percent response above about 24%, passing the limit was not always enough; also: inactives centre near 1; some results filed as inactive read as strong as hits; reference of the scale not given here
# * = called active by the depositor; x = not tested or not shown.
SMILES,MEKK3 PB1 HTS,NALP1 inh,MEKK2 WT-MEK5,GPR7 antag,PHOSPHO1 inh,PfM18AAP inh,OXTR agonist,DNA FID counter,MEKK2 mut-MEK5
Cc1ccc(SC(C)C(=O)Nc2c(C)n(C)n(-c3ccccc3)c2=O)cc1 (stereo unspecified),101,19,98,-1,14,6,-1.3,-14,2
COc1cccc(/C=N/Nc2nc3ccccc3[nH]2)c1OC,105,-1,112,-9,20,4,-0.9,3,5
Cc1ccc(CNC(=O)C(=O)NCC2OCCN2C(=O)c2ccc(Cl)cc2)cc1 (stereo unspecified),104,29,99,-10,-6,9,-1.9,-33,2
CNc1nc(N(C)C)nc(N(C)C)n1,101,-34,100,-7,-8,0,-0.9,-1,2
COc1ccc(C2CC(c3c(-c4ccccc4)c4cc(Cl)ccc4[nH]c3=O)=NN2S(C)(=O)=O)cc1OC (stereo unspecified),100,37,95,9,-4,-3,0.1,-9,16
COc1ccc(NC(=O)c2ccc(-c3csc(C)n3)cc2)cc1,95,25,98,18,23,-2,0.5,-20,-10
CC1CCCN(C(=O)CCS(=O)(=O)c2ccc3c(c2)n(C)c(=O)c(=O)n3C)C1 (stereo unspecified),99,13,98,-2,2,16,-0.9,-13,2
CC(=O)C(Cc1ccccc1)NC(=O)CCl (stereo unspecified),98,7,100,-5,-4,-1,0.6,1,-3
COC(=O)C(C)Sc1nc2c(cnn2-c2ccc(C)cc2)c(=O)[nH]1 (stereo unspecified),104,10,108,1,-22,7,-1.8,-9,3
C/C(=N\NC(=O)c1ccc2c(c1)OCCO2)c1ccccc1,101,3,101,-5,36,0,-0.6,-22,-2
CCN(CC(O)c1cccc(O)c1)C(=O)C12CC3CC(CC(C3)C1)C2 (stereo unspecified),104,14,119,1,31,2,1.2,3,9
COC(=O)Cc1c(C)c2c(OCc3nn[nH]n3)cc(C)cc2oc1=O,103,6,97,0,8,1,-0.2,-5,1
COc1ccc(C2SCCN2S(=O)(=O)c2ccccc2)cc1 (stereo unspecified),101,10,92,0,18,-10,-1.4,-10,-4
CN(C)CCCNC(=S)Nc1ccc(Br)cc1,x,9,x,13,-12,6,1.6,4,x
O=C(NC(Cc1ccccc1)C(=O)O)/C(=C\c1ccco1)NC(=O)c1ccc(Br)cc1 (stereo unspecified),x,3,x,17,33,-6,-1.1,-25,x
COc1ccc(CNC(=O)COc2ccc([N+](=O)[O-])cc2)cc1,104,4,102,4,36,-6,0.9,1,5
COC(=O)c1nnn(-c2nonc2N)c1CSc1nnc(N)s1,104,22,108,-10,-5,3,3.2,-3,7
Cn1c(=O)c2c(-c3cccc(F)c3)c3c(nc2n(C)c1=O)-c1ccccc1C3O (stereo unspecified),108,1,108,-5,22,7,x,-4,1
COc1ccc(N2CCN(CC(=O)Nc3ccc(-n4cnnn4)cc3)CC2)cc1,103,1,101,-9,-20,1,-0.1,1,5
COc1cccc(-n2cc3c(c2-c2ccccc2)c(=O)n(C)c(=O)n3C)c1,104,4,103,3,35,0,-2.4,-3,8
CCN(Cc1ccc(C#CCCO)cc1)CC1CCCN(CCc2cccc(OC)c2)C1 (stereo unspecified),105,-25,122,-18,x,8,0.3,4,7
O=C(CSc1n[nH]c(-c2cccnc2)n1)OC1CCCCC1,95,-10,94,-2,41,-6,1.2,-20,-10
C=CCNc1cnn(-c2ccccc2)c(=O)c1Cl,104,7,101,-13,37,2,-0.2,-1,2
CCOC(=O)C1CCN(C(=O)c2cc3c(s2)-c2ccccc2OC3)CC1,98,13,100,4,23,2,-0.9,-38,0
COc1ccccc1NC(=O)C1=C(C)Nc2nnnn2C1c1ccccn1 (stereo unspecified),99,-8,101,-2,12,2,-0.7,6,0

# Reformatted tab-delimited: 15 of the compounds above
mol	MEKK3 PB1 HTS	NALP1 inh	MEKK2 WT-MEK5	GPR7 antag	PHOSPHO1 inh	PfM18AAP inh	OXTR agonist	DNA FID counter	MEKK2 mut-MEK5
CCN(CC(O)c1cccc(O)c1)C(=O)C12CC3CC(CC(C3)C1)C2 (stereo unspecified)	104	14	119	1	31	2	1.2	3	9
COC(=O)Cc1c(C)c2c(OCc3nn[nH]n3)cc(C)cc2oc1=O	103	6	97	0	8	1	-0.2	-5	1
COc1ccc(C2SCCN2S(=O)(=O)c2ccccc2)cc1 (stereo unspecified)	101	10	92	0	18	-10	-1.4	-10	-4
CN(C)CCCNC(=S)Nc1ccc(Br)cc1	x	9	x	13	-12	6	1.6	4	x
O=C(NC(Cc1ccccc1)C(=O)O)/C(=C\c1ccco1)NC(=O)c1ccc(Br)cc1 (stereo unspecified)	x	3	x	17	33	-6	-1.1	-25	x
COc1ccc(CNC(=O)COc2ccc([N+](=O)[O-])cc2)cc1	104	4	102	4	36	-6	0.9	1	5
COC(=O)c1nnn(-c2nonc2N)c1CSc1nnc(N)s1	104	22	108	-10	-5	3	3.2	-3	7
Cn1c(=O)c2c(-c3cccc(F)c3)c3c(nc2n(C)c1=O)-c1ccccc1C3O (stereo unspecified)	108	1	108	-5	22	7	x	-4	1
COc1ccc(N2CCN(CC(=O)Nc3ccc(-n4cnnn4)cc3)CC2)cc1	103	1	101	-9	-20	1	-0.1	1	5
COc1cccc(-n2cc3c(c2-c2ccccc2)c(=O)n(C)c(=O)n3C)c1	104	4	103	3	35	0	-2.4	-3	8
CCN(Cc1ccc(C#CCCO)cc1)CC1CCCN(CCc2cccc(OC)c2)C1 (stereo unspecified)	105	-25	122	-18	x	8	0.3	4	7
O=C(CSc1n[nH]c(-c2cccnc2)n1)OC1CCCCC1	95	-10	94	-2	41	-6	1.2	-20	-10
C=CCNc1cnn(-c2ccccc2)c(=O)c1Cl	104	7	101	-13	37	2	-0.2	-1	2
CCOC(=O)C1CCN(C(=O)c2cc3c(s2)-c2ccccc2OC3)CC1	98	13	100	4	23	2	-0.9	-38	0
COc1ccccc1NC(=O)C1=C(C)Nc2nnnn2C1c1ccccn1 (stereo unspecified)	99	-8	101	-2	12	2	-0.7	6	0

# Remaining list, next part.
SMILES,MEKK3 PB1 HTS,NALP1 inh,MEKK2 WT-MEK5,GPR7 antag,PHOSPHO1 inh,PfM18AAP inh,OXTR agonist,DNA FID counter,MEKK2 mut-MEK5
O=C(COc1ccc2c3c(c(=O)oc2c1)CCC3)c1ccc2c(c1)OCO2,72,-4,77,-1,-28,-6,0.1,5,-18
O=c1c(N2CCOCC2)nsn1Cc1ccccc1,x,-2,x,0,-11,-3,1.0,-2,x
COCCn1cnc2c1c(=O)n(CC(=O)NCC(F)(F)F)c(=O)n2Cc1ccccc1,107,-6,110,-1,-37,4,-0.3,-6,8
O=C(O)c1cc(O)c2c(c1)C(=O)c1cccc(O)c1C2=O,86,48,89,1,4,28*,1.5,-85,1
CCCSc1nsc(NC(=O)CC)n1,104,25,93,-19,20,3,-1.1,0,-11
CCN1CCN(C(=O)CN(CC)S(=O)(=O)c2ccc(Cl)cc2)CC1,106,x,110,14,-9,8,0.1,1,7
CCC(=O)Nc1sc(Cc2ccccc2)c(C)c1C(N)=O,102,14,91,-13,20,-8,0.1,-3,-9
COc1ccc(C(NC(=O)CNC(C)=O)C(=O)Nc2ccc3c(c2)OCCO3)cc1 (stereo unspecified),105,-42,104,-11,24,-2,0.0,-4,6
Cc1ccc(S(=O)(=O)N2CCCCC2C(=O)N2CCN(Cc3ccccc3)CC2)cc1 (stereo unspecified),98,2,103,-15,39,-6,-1.2,-20,-4
O=S(=O)(CCSc1nc2ccccc2s1)c1nc2ccccc2s1,101,11,97,15,76*,5,-1.0,-10,-2
Cc1cccc2c1cnn2C(=O)Nc1ccccc1Br,92,8,96,-3,35,-6,0.8,0,-14
Cn1nc(-c2ccc(Cl)cc2)c2cc(C(=O)NCc3ccco3)sc21,107,-2,113,-2,7,-7,-1.0,-15,3
COC(=O)c1ccc(Cl)c(NC(=O)CN2CCC(C)CC2)c1,101,0,102,-10,-16,-9,-0.6,-5,1
Cc1ccc(S(=O)(=O)N(C)CC(=O)O/N=C(\N)c2cccnc2)cc1,107,0,113,8,-16,9,0.6,-13,7
Cc1ccc(C(=O)NCC2CCCO2)cc1[N+](=O)[O-] (stereo unspecified),94,17,95,-6,-18,-5,-1.0,-5,1
CCc1cc(C(=O)Cc2cnn(-c3ccccc3)c2)c(O)cc1O,105,-14,102,-25,14,8,19,-22,4
Cc1ccc(CN2CCN(Cc3ccccc3-c3ccco3)CC2CCO)o1 (stereo unspecified),97,-7,89,-3,48,5,0.7,3,-7
Cc1ccc(S(=O)(=O)NCc2cccnc2)cc1,103,10,108,1,3,-6,0.1,-1,8
CCC(Sc1ccccc1C(=O)O)C(=O)O (stereo unspecified),91,-2,89,-5,15,-4,-0.5,4,-7
Cc1cc(=O)oc2cc(OCC(=O)N3CCC(C(N)=O)CC3)ccc12,102,13,105,-9,18,-2,0.4,-4,1
COC(=O)c1scc(C#N)c1N/N=C(\C#N)S(=O)(=O)c1ccc(Cl)cc1,101,x,96,-12,37,0,16,-23,0
Cc1nc(P(=O)(c2ccccc2)c2ccccc2)c(N2CCOCC2)o1,131*,7,123,2,4,6,-0.4,-4,9
Cc1noc(C)c1C(=O)NCc1ccccc1,102,10,102,-4,-3,10,0.8,-17,2
CCc1ccc(NC(=O)c2[nH]c(C)c(C(C)=O)c2C)cc1,97,18,99,-5,32,2,6.3,-12,-5
CCN1CCN(C(=O)C2c3cc(OC)c(OC)cc3C(=O)N3CCc4ccccc4C23)CC1 (stereo unspecified),x,0,x,-13,-14,-4,0.4,6,x

# The final two compounds of the section before come first, to join the parts.
SMILES,MEKK3 PB1 HTS,NALP1 inh,MEKK2 WT-MEK5,GPR7 antag,PHOSPHO1 inh,PfM18AAP inh,OXTR agonist,DNA FID counter,MEKK2 mut-MEK5
CCc1ccc(NC(=O)c2[nH]c(C)c(C(C)=O)c2C)cc1,97,18,99,-5,32,2,6.3,-12,-5
CCN1CCN(C(=O)C2c3cc(OC)c(OC)cc3C(=O)N3CCc4ccccc4C23)CC1 (stereo unspecified),x,0,x,-13,-14,-4,0.4,6,x
COc1cc(-c2nc(Cc3ccccc3Cl)no2)cc(OC)c1OC,99,1,101,-12,-6,0,-0.5,-12,4
O=C1NN(c2ccc(F)c(Cl)c2)C(=O)/C1=C\c1cccc(OC(=O)c2cccs2)c1,107,8,108,-6,0,-23,-0.7,-8,9
O=C1CN(C(=O)COC(=O)CNC(=O)c2ccc(Br)o2)c2ccccc2N1,95,22,91,-5,-14,17,-0.1,-4,-4
O=C(N/N=C/c1ccc([N+](=O)[O-])s1)c1ccccc1Br,101,2,96,0,41,14,2.0,1,1
COc1cccc(CN(C)C(c2ccccc2)c2ccccc2)c1OC,102,-5,96,-8,6,-3,-1.5,-11,-5
CCOC(=O)N1CCN(Cc2nc(-c3cccc(Cl)c3)no2)CC1,89,-7,89,1,22,-8,3.1,-23,-5
CC(=O)O[C@@H]1[C@@H](OC(C)=O)[C@H](n2ccc3cc([N+](=O)[O-])ccc32)OC[C@@H]1OC(C)=O,109,x,102,0,x,1,1.2,-2,4
CCCCOc1ccc(/C=N/NC(=S)Nc2cccc(C)c2C)cc1,97,-13,90,-1,3,-4,0.7,-8,-3
CCC(C)C(NC(=O)c1ccccc1NC(=O)c1ccco1)C(=O)NC1CCCCC1 (stereo unspecified),93,-6,89,-3,-4,0,-2.0,-9,-4
O=C(C1CCN(S(=O)(=O)c2ccc(Cl)cc2)CC1)N1CCCC1,100,-4,101,12,-12,-4,1.1,-14,-2

# Source: PubChem
